Myeloid diff MLP: compounds promoting myeloid differentiation; ER-HoxA9 myeloid progenitors, lysozyme-GFP differentiation, flow cytometry; calls only at 10 µM; 360,000 compounds, 1% hits; AID 624256;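 active = normalized GFP-positive differentiation at or above the plate's own cutoff, the solvent-only control mean plus 3 SD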;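 also: cells exposed to compound for four days before flow analysis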
Lipid droplet: modulators of hepatic lipid droplet formation; AML12 mouse hepatocytes, oleate lipid droplets, BODIPY imaging; inhibition, % at 6.5 µM; 240,000 compounds, 0.4% hits; AID 1656;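 active = lipid droplet intensity inhibited by at least 50%, with more than 500 cells counted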
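Test system: AML12 hepatocytes (mouse); reagent: oleate loading, 100 µM; dosing: one dose, 6.5 µM compound; incubation: overnight exposure; signal: fluorescence imaging, 20x objective, two fields per well; read-out basis: % inhibition of corrected integrated BODIPY droplet signal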
WT yeast gro inh: growth inhibition of WT yeast, mitochondrial fusion screen. mitochondrial fusion phenotypic screen, WT strain. AID 1362. inhibition, % at 10 µM. 190,000 compounds, 2.1% hits; in the data active = inhibition above about 58%; tested in S. cerevisiae
TNAP activation fold: stimulation of alkaline phosphatase TNAP activity – biochemical, luminescent, no phosphate acceptor, uHTS, primary screen (AID 1001); purified TNAP, luminescent activation assay, no phosphate acceptor; higher activation fold means a stronger effect; activation fold at 20 µM; hits with a dose series show EC50 in µM; 200,000 compounds, 0.03% hits; in the data active = activation fold from about 3, or a potency from the dose series; inactive = the rest, 99 in 100 with activation fold below about 1.6; also: many of its hits are not listed in these tables
M1AAP inhibition: malaria alanyl aminopeptidase activity blockers – biochemical, fluorogenic H-Leu-NHMec substrate, 1536-well (AID 1445) | recombinant M1AAP, H-Leu-NHMec fluorogenic kinetic assay; higher % means a stronger effect | inhibition, % at 30 µM, or IC50 in µM where a hit was titrated | 220,000 compounds, 0.42% hits;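 active = primary inhibition above the hit cutoff, then over 50% inhibition at one or more dose response concentrations, cut at about 23% in these data, passing the limit was not always enough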;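 also: plate controls were DMSO full reaction for no effect and no enzyme background for full effect; strong numbers were not always called active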
UTI89 phage lysis: protection from phage-mediated lysis, alamar blue read-out – E. coli UTI89, K1F phage, bacterial capsule biogenesis inhibitors (AID 488966) | 340,000 compounds, 0.02% hits | E. coli UTI89 K1F phage lysis, alamar blue, 2 h; higher % means a stronger effect | one-dose inhibition, % at 100 µM; IC50 in µM for titrated hits;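 active = phage lysis inhibition, versus mean bacterial control, above a set limit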;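 also: capsule biogenesis inhibitors block K1F phage lysis so surviving cells raise fluorescence; higher fluorescence means more inhibition of phage lysis; actives were called in the ten point dose series up to 300 µM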
human PMI inhibition: inhibitors of human PMI, primary screen, biochemical, fluorescence intensity, coupled assay (AID 1209) | purified PMI enzyme, coupled fluorescence intensity; higher % means a stronger effect | one-dose inhibition, % at 20 µM; IC50 in µM for titrated hits | 190,000 compounds, 0.42% hits;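 also: plate controls were DMSO vehicle for no effect and wells lacking substrate for full effect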
ER stress rescue: protection against thapsigargin-triggered cell killing – 384-well, CSM14.1, ATP luminescence, primary screen (AID 1222). 190,000 tested, under 10 active. cellular ATP content (survival), % at 20 µM, or EC50 in µM where a hit was titrated. CSM14.1 thapsigargin-induced death rescue, ATP luminescence; higher % means a stronger effect;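 active = EC50 below 50 µM in the dose-response confirmation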;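 also: death triggered by thapsigargin at about 15 µM added after 2 h compound pretreatment; cell ATP read after overnight thapsigargin exposure of roughly 18 to 22 hours; normalized against plate controls of thapsigargin alone and 5% DMSO vehicle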
human PMI inhibitors: MPI inhibition at elevated mannose 6-phosphate – biochemical, fluorescence intensity, high mannose 6-phosphate, primary screen (AID 1220); 190,000 compounds, 0.66% hits; recombinant PMI enzyme, coupled fluorescence intensity; higher % means a stronger effect; one-dose inhibition, % at 20 µM; IC50 in µM for titrated hits
WT yeast gro inh mutant strain: recorded beside WT yeast gro inh, whose call it bears; inhibition, %; mitochondrial fusion phenotypic screen, mutant strain inhibition
Lipid droplet cells 6.5 µM: further read-out of Lipid droplet, marked with its call; cell count; measured here: cell count, cytotoxicity flag;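 cells counted across two imaged fields per well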
Myeloid diff MLP GFP+ MAC1+ %: second read-out of Myeloid diff MLP, no call of its own (marks repeat the call); GFP+ MAC1+ double positive, %; measured here: differentiation confirmed by MAC1 staining
Starred values were filed as active, the others as inactive; i = inactive; · = no result given; [ ] = another dose, or the depositor's remark. Rule as the data show it, unless noted: active = inhibition above about 50%; inactive = the rest.

The opening 2 compounds (preview)
SMILES	Myeloid diff MLP	Myeloid diff MLP GFP+ MAC1+ %	Lipid droplet	Lipid droplet cells 6.5 µM	WT yeast gro inh	WT yeast gro inh mutant strain	TNAP activation fold	M1AAP inhibition	UTI89 phage lysis	human PMI inhibition	ER stress rescue	human PMI inhibitors
NC(=O)c1ccc(NC(=O)COC(=O)/C=C/c2cn(-c3ccccc3)nc2-c2cccnc2)cc1	i	1.7	14	660	5	6	1.1	5%	0.9%	-12%	-1.1%	4%
CCN1CCN(C(=O)Nc2ccc(Cc3ccc(NC(=O)N4CCN(CC)CC4)cc3)cc2)CC1	i	0.3	·	·	10	-5	1.1	5%	0.8%[50 µM]	-10%	-1.6%	-4%

All compounds of this part, from the first entry:
SMILES	Myeloid diff MLP	Myeloid diff MLP GFP+ MAC1+ %	Lipid droplet	Lipid droplet cells 6.5 µM	WT yeast gro inh	WT yeast gro inh mutant strain	TNAP activation fold	M1AAP inhibition	UTI89 phage lysis	human PMI inhibition	ER stress rescue	human PMI inhibitors
NC(=O)c1ccc(NC(=O)COC(=O)/C=C/c2cn(-c3ccccc3)nc2-c2cccnc2)cc1	i	1.7	14	660	5	6	1.1	5%	0.9%	-12%	-1.1%	4%
CCN1CCN(C(=O)Nc2ccc(Cc3ccc(NC(=O)N4CCN(CC)CC4)cc3)cc2)CC1	i	0.3	·	·	10	-5	1.1	5%	0.8%[50 µM]	-10%	-1.6%	-4%
CC(C)N(NC(=O)c1cccc2ccccc12)C(C)C	i	0.6	-11	657	-3	-11	1.1	1%	0.5%	-7%	-0.9%	-2%
CN(C)c1ccc(C=NCC2(O)CCOC(C)(C)C2)cc1 (stereo unspecified)	i	0.3	7	657	2	-4	1	4%	3.8%	-2%	-2.6%	-10%
CCN(CC)S(=O)(=O)c1cc(OC)c(Cl)cc1OC	i	0.4	4	663	2	19	1.1	3%	-0.1%	6%	0.3%	2%
O=C(CCc1ccc(S(=O)(=O)NC2CCCCC2)cc1)Nc1ccccc1	i	0.2	1	787	0	5	1.1	1%	0.2%	10%	-1.5%	5%
CC(C)N1C(=O)C2C(C(=O)NC3CCCCC3)C3C=CC2(O3)C1C(=O)NC1CCCCC1 (stereo unspecified)	i	0.6	·	·	2	8	1.1	6%	-0.5%	-2%	-0.9%	-3%
COc1ccc(-c2nnc(SCC(C)C)o2)cc1	i	0.2	-15	635	·	·	·	6%	-0.1%	·	·	·
CCCCCCCCCCCCCCCC(=O)OC[C@H](COP(=O)([O-])OCC[N+](C)(C)C)OC(=O)CCCCCCCCCCCCCCC	·	·	-5	680	1	1	1.1	13%	·	-9%	-1.1%	-9%
CC1(C)CC2(CCO1)OC(=O)CC2C(=O)NCc1ccccc1 (stereo unspecified)	i	1.6	·	·	4	13	1.1	3%	0.8%	-1%	-0.6%	-5%
C=CCOc1nc2c(c(=O)n(C)c(=O)n2C)n1Cc1ccccc1Cl	i	0.5	-8	670	0	-1	1.1	-5%	4.3%	9%	-1.1%	1%
CCNS(=O)(=O)c1ccc(CCC(=O)NCCC2=CCCCC2)cc1	i	0.8	0	728	-4	13	1.1	15%	2.7%	-3%	6.4%	-2%
CS(=O)(=O)C1=NSC2=NC(=O)/C(=C\c3cccn3-c3ccccc3Cl)C(=N)N21	i	0.1	-4	686	8	2	1	12%	-0.3%	-24%	·	-13%
Cc1cc(O)c(C(C[N+](=O)[O-])c2ccc(Cl)cc2Cl)c(=O)o1 (stereo unspecified)	i	2.0	-1	808	-23	6	1	3%	1.2%	-5%	0.7%	-11%
CNC(=O)C(C)NS(=O)(=O)c1ccc(F)cc1 (stereo unspecified)	i	1.0	2	755	-13	-23	1.1	0%	3.6%	5%	-1.2%	3%
Cc1ccc(C(=O)N2CCN(C(=O)c3ccco3)CC2)cc1NC(=O)c1ccco1	i	0.5	0	699	5	15	1.1	6%	1.4%	-8%	-0.9%	-6%
Cc1cc([N+](=O)[O-])nn1CC(=O)Nc1ccc(F)cc1	i	0.5	-6	706	-6	4	1.1	0%	0.6%	9%	-0.4%	10%
COc1ccc(S(=O)(=O)NCCSCc2ccco2)cc1C	i	1.9	·	·	2	-14	·	1%	1.0%	·	·	·
Cc1nc2ccc(S(=O)(=O)NC(C(=O)N3CCn4c3nc3ccccc34)C(C)C)cc2s1 (stereo unspecified)	i	3.1	·	·	0	4	0.8	7%	-1.5%	-8%	-0.6%	-8%
Cc1ccc(SCC(=O)Nc2ccc(C(=O)Nc3ccc(O)cc3)cc2)cc1	i	0.3	3	711	-9	19	1	-2%	1.4%	10%	1.8%	4%
CCOC(=O)C1=C(C)NC2=C(C(=O)CCC2)C1c1cccnc1 (stereo unspecified)	i	0.3	6	752	-20	-5	1	7%	4.4%	-1%	-0.8%	-2%
O=C(c1ccc(S(=O)(=O)N2CCOCC2)cc1)N1CCN(c2ccc(F)cc2)CC1	i	3.1	·	·	24	17	0.8	-4%	0.0%	-13%	0.7%	-7%
COc1ccccc1NC(=O)CSc1nnc(Cc2ccccc2)o1	i	8.3	-6	737	13	14	1.2	22%	0.8%	9%	-1.4%	8%
Cc1ccc(NC(=O)CCn2ccc([N+](=O)[O-])n2)nc1	i	0.7	-14	591	-2	-1	1.1	1%	0.4%	-1%	-1.7%	2%
Cc1[nH]n(-c2ccc(Cl)cc2)c(=O)c1C=Nc1ccc(S(=O)(=O)N2CCOCC2)cc1	i	8.8	·	·	12	19	1.1	7%	-0.9%	0%	-2.3%	4%
O=C(NC1CC1)C1=C[C@@H](c2coc3ccccc3c2=O)C[C@@H](OCc2ccc(CO)cc2)O1	i	1.0	-1	675	2	4	0.9	0%	1.1%	12%	3.7%	18%
CCCNC(=O)Nc1nc(CC(=O)OCC)cs1	i	0.5	0	732	-11	-3	1.1	5%	1.6%	·	-1.4%	·
Cc1ccc(NC(=O)N(CCCN2CCOCC2)Cc2cc3cc4c(cc3[nH]c2=O)OCO4)cc1	i	0.5	·	·	-11	-5	1.1	10%	1.0%	17%	-1.0%	16%
CCCC(CCC(=O)OC)(C(=O)OCC)c1csc(N)n1 (stereo unspecified)	i	8.9	·	·	33	5	1.1	4%	-0.9%	-3%	0.3%	-1%
Cc1ccc(-n2c(SCC(=O)Nc3cc(C)on3)nc3c(c2=O)SC(C)C3)cc1 (stereo unspecified)	i	3.3	9	627	-3	1	1.1	7%	1.8%	5%	-3.1%	-2%
O=C1N/C(=N/S(=O)(=O)c2ccccc2)S/C1=C/c1cccnc1	i	0.2	0	698	-3	7	0.9	16%	1.9%	5%	3.3%	10%
CCOC(=O)CSc1nnc(CNc2ccc(F)cc2)o1	i	0.6	2	763	-1	5	1.1	9%	-0.1%	12%	-2.4%	4%
COc1ccc(OC)c(-c2csc(NC(=O)C3=NNC(=O)CC3)n2)c1	i	0.4	-5	705	-18	9	1.4	10%	0.5%	8%	-1.1%	17%
Cc1cc2nc[nH]c2cc1[N+](=O)[O-]	i	0.4	9	702	-3	7	1.1	4%	0.1%	4%	-2.2%	12%
COc1cc(Cn2ccnc2)c(OC)cc1Cn1ccnc1	i	4.0	·	·	-14	-1	1.1	3%	1.1%	1%	-1.9%	-7%
CCOC(=O)c1ccccc1NC(=O)Cn1cnc2c(cnn2-c2ccccc2)c1=O	i	3.5	·	·	15	-5	1.2	-4%	-0.2%	-2%	-0.7%	-4%
O=C1CS/C(=N/N=C2CCCC2)N1	i	0.6	9	713	0	0	1.1	3%	0.1%	5%	-1.1%	9%
CCCCNC(=O)/C=C/c1cccs1	i	0.7	-2	620	2	-15	1.2	2%	5.0%	-8%	-1.6%	-1%
CCOc1ccc(-n2c(SCC(N)=O)nnc2-c2cccnc2)cc1	i	0.4	20	726	·	·	·	-3%	0.8%	·	·	·
Cc1cc(NC(=O)COc2cccc(C)c2C)no1	i	1.0	-6	541	8	-2	1.1	3%	-0.3%	10%	-1.9%	5%
COc1ccccc1NC(=O)C1=C(C)Nc2ncnn2C1c1ccccc1C (stereo unspecified)	i	1.3	·	·	-6	-5	1	-11%	0.3%	1%	-1.2%	-10%
COCCn1c(Cc2ccccc2)nnc1SCC(=O)NC(C)(C)C	i	6.4	·	·	-7	4	1.1	3%	3.4%	-4%	2.1%	-2%
O=Cc1ccc(-c2ccc([N+](=O)[O-])cc2Cl)o1	i	0.6	18	671	13	3	0.9	6%	-0.2%	-5%	1.1%	7%
O=C(O)CN1CCOCCOCCN(CC(=O)O)CCOCCOCC1	·	·	·	·	·	·	1.1	·	·	2%	-0.3%	10%
CCOC(=O)C1=C(N)Oc2cc(O)ccc2C1c1ccc([N+](=O)[O-])cc1 (stereo unspecified)	i	0.3	-15	734	8	-8	1	-7%	-0.3%	22%	-2.4%	20%
COc1cccc(C(=O)NNC2=CC(=O)CC(C)(C)C2)c1	i	1.9	·	·	-1	-8	0.8	1%	0.5%	-16%	-0.3%	2%
Cc1cccc(N(CC(=O)NC2CCCCC2)C(=O)CCC(=O)Nc2ccccn2)c1	·	·	·	·	·	·	1	·	·	13%	0.3%	11%
O=C(CCNc1ccc(Cc2ccncc2)cc1)c1ccc([N+](=O)[O-])cc1	i	0.2	5	656	18	17	1	1%	0.0%	64%*	-0.7%	16µM*
COC(=O)N/N=C/c1sc(N2CCCCC2)nc1-c1cccs1	i	0.0	9	646	15	-1	1	5%	0.1%	11%	0.5%	37%
Cc1nc2ccccc2c(=O)n1NC(=O)c1c(O)c2c(n(CC(C)C)c1=O)CCCC2	i	2.0	-5	676	24	-11	1	-1%	8.8%	-8%	0.1%	-15%

Next part
SMILES	Myeloid diff MLP	Myeloid diff MLP GFP+ MAC1+ %	Lipid droplet	Lipid droplet cells 6.5 µM	WT yeast gro inh	WT yeast gro inh mutant strain	TNAP activation fold	M1AAP inhibition	UTI89 phage lysis	human PMI inhibition	ER stress rescue	human PMI inhibitors
Cc1ccc(CSCC(=O)N2CCN(c3ccc(F)cc3)CC2)cc1	i	8.5	·	·	12	-3	1.1	3%	-1.7%	2%	-1.1%	6%
O=C(NC1CCCC1)C(Cc1ccccc1)n1cccc1 (stereo unspecified)	i	1.9	-14	582	3	-5	1.1	5%	1.5%	11%	-2.2%	16%
O=C(CN1C(=O)NC2(CCSC2)C1=O)NCc1ccccc1 (stereo unspecified)	i	0.5	-13	662	-8	-4	1.1	2%	-0.2%	-11%	-0.3%	1%
COc1cccc(C(=O)Nc2ccc(Oc3cccc(C(F)(F)F)c3)nc2)c1	i	0.3	6	747	·	·	·	5%	1.1%	·	·	·
COC(=O)c1ccc2c(=O)n(Cc3ccco3)c(SCC(=O)Nc3ccc(C)c(Cl)c3)nc2c1	i	1.1	-2	664	17	19	1.1	4%	0.5%	0%	·	0%

Assay outcomes (PubChem BioAssay)
